Bioassay records deposited in PubChem BioAssay by The Scripps Research Institute Molecular Screening Center.
M5 antag = CHRM5 antagonism in calcium assay | P08912 | CHO-hM5 cells, Fluo-8 calcium fluorescence, ACh EC80 | inhibition, % at 3 µM | hit rate 0.59% among 360,000;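 active means inhibition above a per-plate cutoff, the mean of that plate's test compounds plus 3 SD, cut at about 27% in these data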;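 further: 0% = acetylcholine EC80 with DMSO and 100% = DMSO without agonist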
Target sequence (P08912 whole entry, looked up): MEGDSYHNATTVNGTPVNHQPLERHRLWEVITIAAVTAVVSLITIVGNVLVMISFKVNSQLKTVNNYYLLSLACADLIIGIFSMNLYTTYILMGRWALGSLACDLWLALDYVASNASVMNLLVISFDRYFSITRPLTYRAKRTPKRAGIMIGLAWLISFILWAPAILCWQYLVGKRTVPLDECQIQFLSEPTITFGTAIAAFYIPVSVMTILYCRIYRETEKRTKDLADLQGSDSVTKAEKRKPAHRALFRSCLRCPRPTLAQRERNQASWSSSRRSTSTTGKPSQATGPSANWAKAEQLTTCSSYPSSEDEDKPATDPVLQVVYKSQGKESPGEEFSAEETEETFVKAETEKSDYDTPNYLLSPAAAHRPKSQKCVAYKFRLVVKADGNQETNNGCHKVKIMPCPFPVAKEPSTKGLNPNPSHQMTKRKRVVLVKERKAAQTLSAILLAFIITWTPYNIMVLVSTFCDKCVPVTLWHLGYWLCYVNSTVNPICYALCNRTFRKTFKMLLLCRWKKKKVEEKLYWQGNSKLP
CHRM4 antagonist = blocks acetylcholine activation of human M4 receptor. CHO-hM4 cells, ACh EC80, Fluo-8 calcium fluorescence. P08173. inhibition, % at 3 µM. hit rate 0.73% among 360,000;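 active means inhibition above its plate's cutoff, the mean inhibition of sample wells plus 3 SD, cut at about 27% in these data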;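 further: 0% = acetylcholine EC80 with DMSO and 100% = DMSO without agonist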
Target sequence (P08173 whole entry, looked up): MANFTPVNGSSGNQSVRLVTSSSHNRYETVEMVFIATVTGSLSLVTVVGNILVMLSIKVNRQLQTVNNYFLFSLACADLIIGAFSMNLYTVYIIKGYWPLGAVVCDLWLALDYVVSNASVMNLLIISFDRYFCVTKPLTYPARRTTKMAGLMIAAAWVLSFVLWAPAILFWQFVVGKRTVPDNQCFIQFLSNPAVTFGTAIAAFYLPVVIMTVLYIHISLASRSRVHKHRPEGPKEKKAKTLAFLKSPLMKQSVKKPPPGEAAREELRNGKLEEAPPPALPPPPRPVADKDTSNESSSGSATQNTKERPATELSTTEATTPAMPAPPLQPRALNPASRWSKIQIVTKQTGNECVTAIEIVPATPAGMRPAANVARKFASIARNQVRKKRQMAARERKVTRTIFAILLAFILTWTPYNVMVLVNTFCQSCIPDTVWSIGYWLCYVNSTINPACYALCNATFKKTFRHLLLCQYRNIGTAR
CHRM5 PAM = CHRM5 positive allosteric modulation | activation, % at 3 µM | CHO-K1 hM5, Fluo-8 calcium, ACh EC20 PAM; 0% = ACh EC20, 100% = ACh EC100 | hit rate 0.3% among 360,000;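 active means activation above the run cutoff, the mean activation of all test compounds plus 3 SD, cut at about 18% in these data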
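Measured by: Fluo-8 calcium fluorescence; material: human M5 receptor in CHO-K1 cells; schedule: Post-acetylcholine fluorescence recording 140 s; benchmarks: low control EC20 acetylcholine (0%), high control EC100 acetylcholine (100%); read-out: Max/basal fluorescence ratio as % of EC20–EC100 ACh window; compound: single dose, 3 µM nominal final test concentration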
M4 ag = CHRM4 agonism in calcium assay; AID 624127; hit rate 0.14% among 360,000; CHO-K1 hM4/Gqi5, Fluo-8 calcium fluorescence; vehicle 0%, full acetylcholine response 100%; activation, % at 3 µM;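 active means activation above the run mean over all test wells plus 3 SD, cut at about 32% in these data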;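 further: peak over basal fluorescence ratio per well then scaled between controls; 0% = DMSO wells and 100% = acetylcholine at EC100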
M1 PAM parental = M1 PAM counterscreen hit in parental CHO-K1 cells; ATP EC20, Fluo-8 calcium fluorescence; 0% at ATP EC20, 100% at ATP max; activation, % at 3 µM; hit rate 0.02% among 360,000;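 active means activation above the run cutoff, the mean activation of all test compounds plus 3 SD, cut at about 40% in these data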;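 further: peak over basal fluorescence ratio in a 140 s read after ATP addition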
M1 ag parental = nonselective activator or artifact in parental CHO-K1 cells. Fluo-8 calcium fluorescence; scaled to maximal ATP response, vehicle zero. activation, % at 3 µM. hit rate 0.48% among 360,000; in the data active means activation above about 15%;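 further: untransfected CHO-K1 host cells lacking M1 receptor as counterscreen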
M5 ag = CHRM5 agonism in calcium assay; P08912; CHO-K1 hM5 cells, Fluo-8 calcium fluorescence; 0% DMSO wells, 100% maximal acetylcholine response; activation, % at 3 µM; hit rate 0.19% among 360,000;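 active means activation above the run's mean over test compounds plus 3 SD, cut at about 23% in these data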;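 further: signal is peak over basal fluorescence ratio across the kinetic read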
M4 PAM = positive allosteric modulators of human muscarinic M4 receptor. CHO-K1 hM4/Gqi5, Fluo-8 calcium fluorescence, ACh EC20; 0% = ACh EC20, 100% = maximal ACh. hit rate 0.4% among 360,000. P08173. AID 624126. activation, % at 3 µM;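 active means activation above its plate's cutoff, the mean activation of sample wells plus 3 SD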; further: some results filed as inactive read as strong as hits
CHO-K1 Ca antag = counter-screen for M1 antagonists: effect in parental CHO-K1 cells. hit rate 0.6% among 360,000. inhibition, % at 3 µM. ATP-induced calcium, Fluo-8 fluorescence. AID 602250;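 active means inhibition above a per-plate cutoff, the plate's mean sample inhibition plus 3 SD, cut at about 24% in these data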;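 further: 0% = DMSO plus EC80 ATP and 100% = DMSO alone without ATP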
* hit, by the source's call; / = no result given.

SMILES	M5 antag	CHRM4 antagonist	CHRM5 PAM	M4 ag	M1 PAM parental	M1 ag parental	M5 ag	M4 PAM	CHO-K1 Ca antag
COc1ccc(N(C(=O)CSCC(=O)Nc2cc(C)on2)C(C(=O)NC2CCCCC2)c2ccc(O)c(O)c2)cc1 (configuration not stated)	4	4	-2	-1	22	0.3	-6	0	-15
O=C(Nc1ccc2c(c1)Cc1ccccc1-2)c1cccnc1	-2	13	-4	4	-9	1.6	2	-10	5
Cc1ccc(S(=O)(=O)N(C)CC(=O)OCC(=O)NC(=O)NC(C)C)cc1	-5	3	0	0	-4	-0.4	-2	-1	2
Cc1ccn2c(=O)nc(SCC(=O)N3N=C(c4cccs4)CC3c3ccc(F)cc3)nc2c1 (configuration not stated)	4	-14	-12	0	-11	-0.8	-9	4	-12
CC(C)c1ccc(NC(=O)C2CCN(c3ncnc4c3nc3n4CCCCC3)CC2)cc1	1	-11	2	0	-7	0.1	-4	3	-5
CC(C)CCN(C(=O)c1ccc(Br)cc1)c1c(N)n(Cc2ccccc2)c(=O)[nH]c1=O	2	1	10	0	19	7.6	1	2	-4
CCCC(C)C(=O)Nc1nnc(C)s1 (configuration not stated)	2	0	-6	0	-7	-0.3	1	11	9
O=C(Nc1ncc2c(n1)CC(c1ccco1)CC2=O)c1ccccc1 (configuration not stated)	-10	-8	4	3	16	0.2	-2	-2	1
CC(C(=O)Nc1c2c(cc3c1CCC3)CCC2)N1CCCC1 (configuration not stated)	3	0	-3	0	18	1.2	-5	3	-12
COc1ccc2[nH]c(=O)c3c(c2c1)OC(C)(C)C=C3	-3	1	-1	0	-6	0.0	-4	0	7
CCN(C(=O)c1ccc2c(OC)n(CC)nc2c1)c1ccc(OC)cc1	0	2	9	2	-7	-0.2	8	0	-7
CCC1CCCCN1S(=O)(=O)c1ccc(C(=O)Nc2nnc(C3=COCCO3)o2)cc1 (configuration not stated)	-3	1	3	0	-6	-0.8	-4	0	6
COCCNCc1ccc(C(C)C)cc1	5	-6	-1	1	17	0.7	-7	2	0
CCc1ccc(CN(C)C(=O)c2cc(COc3cncc(Cl)c3)on2)cc1	12	2	-5	3	-2	0.5	0	-4	13
Cc1n[nH]c(C)c1CN(C)C(=O)C1CCC(=O)N(CC2CCCCC2)C1 (configuration not stated)	8	-11	5	1	19	0.8	-3	13	-15
COCCn1c(SCC(=O)Nc2ccc(F)cc2F)nc2c([nH]c3ccccc32)c1=O	2	2	-2	1	-3	-0.4	-1	2	3
C[C@@H]1CCCCCCCCC(=O)OCCN1C(=O)OC(C)(C)C	5	-1	-1	1	16	0.7	5	1	-10
CN(C(=O)c1ccccc1)c1nccnc1C#N	5	-6	0	0	15	-0.1	-4	-3	-5
COc1ccc(C(CCNCc2ccccc2F)c2ccc(F)cc2)cc1 (configuration not stated)	3	8	-1	6	-3	0.8	-1	0	6
O=S(=O)(CCn1cccc1)CCn1cccc1	-17	-6	10	1	17	0.2	-4	4	-10

Sorted by length of the SMILES (highest first): 3 of the compounds above.
SMILES	M5 antag	CHRM4 antagonist	CHRM5 PAM	M4 ag	M1 PAM parental	M1 ag parental	M5 ag	M4 PAM	CHO-K1 Ca antag
Cc1n[nH]c(C)c1CN(C)C(=O)C1CCC(=O)N(CC2CCCCC2)C1 (configuration not stated)	8	-11	5	1	19	0.8	-3	13	-15
O=C(Nc1ncc2c(n1)CC(c1ccco1)CC2=O)c1ccccc1 (configuration not stated)	-10	-8	4	3	16	0.2	-2	-2	1
COc1ccc2[nH]c(=O)c3c(c2c1)OC(C)(C)C=C3	-3	1	-1	0	-6	0.0	-4	0	7

Further records follow:
SMILES	M5 antag	CHRM4 antagonist	CHRM5 PAM	M4 ag	M1 PAM parental	M1 ag parental	M5 ag	M4 PAM	CHO-K1 Ca antag
N#C/C(=C\c1c[nH]c2ccc(Br)cc12)c1ccccn1	1	-7	-4	3	11	0.4	-4	-3	-12
CC(OCC(O)CN1CCCCC1CCO)c1ccc(Cl)cc1 (configuration not stated)	8	3	6	1	-11	0.1	-6	-11	-8
CC(OC(=O)COc1ccccc1Cc1ccccc1)C(=O)N(C)c1ccccc1 (configuration not stated)	3	-13	-8	7	-8	-0.2	2	4	-3
CN1C(=O)c2ccccc2Sc2ccc(NC(=O)N3CCCC3)cc21	-1	4	-3	0	-6	-0.3	2	-8	16
CCCCNC(=O)C1(C)CCC(=O)N1c1cc(C(C)(C)C)nn1C (configuration not stated)	2	-11	-5	1	-2	0.1	2	6	32*
COc1ccc(C2(C)CC(=O)NC2=O)cc1 (configuration not stated)	-2	3	5	3	13	2.5	3	-2	-11
Cn1c(NCc2cccnc2)nc2cc(-c3ccc(F)cc3)sc2c1=O	-1	-9	-2	3	-9	0.2	2	11	-2
Cc1cccc(CN2CCN(C3CN(C4CCCCC4)S(=O)(=O)C3)CC2)c1 (configuration not stated)	2	-7	-6	2	-8	0.5	-2	-7	20
CCOc1ccccc1OCC(=O)Nc1ccc(N2CCCCC2)cc1	9	1	-7	0	6	1.4	-2	2	5
CCCn1cc(CN2CCCC(C(=O)c3cccc(OC(C)C)c3)C2)c(C)n1 (configuration not stated)	15	6	-6	3	11	4.2	-9	-10	-1
COc1ccc(F)cc1S(=O)(=O)NCCCn1ccnc1	14	8	-8	0	11	0.9	-6	0	-3
O=C(Nc1cccc(-n2cccn2)c1)C1CCCN(Cc2ccccc2F)C1 (configuration not stated)	5	-1	-2	3	-1	1.6	-6	-7	-5
Cn1c(=O)n(Cc2ccco2)c(=N)c2c3c(sc21)CCCC3	-3	5	2	0	-3	-0.2	-4	-5	0
CNS(=O)(=O)c1cccc(C(=O)NCC2(N3CCCCC3)CCCCC2)c1	-2	1	2	1	11	-0.1	-3	0	-10
Cc1ccc(Oc2ncccc2/C=N/OCc2ccc(Cl)c(Cl)c2)cc1	-7	-13	4	0	11	0.7	9	7	-9
CC1(c2nnnn2C2CCCCC2)CCC(=O)N1Cc1ccc2c(c1)OCO2 (configuration not stated)	1	-3	3	2	/	/	7	7	/
COC(=O)c1sc(S(=O)(=O)N2CCCCC2C)c(C(=O)OC)c1C (configuration not stated)	6	-8	-7	-1	14	-0.8	-12	0	-18
c1cncc(-c2nc(-c3cccs3)cs2)c1	-1	9	-6	0	13	0.2	-3	5	2
CCCCSc1nnc(CNC(=O)C23CC4CC(CC(C4)C2)C3)n1Cc1ccccc1	4	-9	-3	0	22	2.1	1	3	-6
O=C(NCc1ccccn1)C(=O)Nc1nc(-c2ccccc2)cs1	6	1	7	1	-8	0.3	4	-4	8
CCOC(=O)c1ccc(NC(=O)C2C3C=CC(C3)C2C(=O)O)cc1 (configuration not stated)	-2	2	-3	1	8	0.1	-3	4	-4
Cc1ccc(C(C(=O)NC2CCCCC2)N(Cc2ccco2)C(=O)Cc2c[nH]c3ccccc23)o1 (configuration not stated)	0	-5	-9	1	-3	0.9	-2	-4	17
O=C(c1ccc2c(c1)OCO2)C1CCCN(Cc2cccc(C(F)(F)F)c2)C1 (configuration not stated)	18	15	-10	-2	-1	-0.2	-7	-14	-2
CCn1c(SCC(=O)Nc2ccc(Br)cc2)nc2sc3c(c2c1=O)CCN(C)C3	14	-3	-5	0	11	0.7	-6	-2	-19
O=C(Nc1cccc(F)c1)C1CCN(C(=O)N2CCOc3ccccc32)CC1	11	-5	-15	22	13	6.6	7	-10	6
COc1ccc(S(=O)(=O)Nc2ccc(NC(C)=O)cc2)cc1Br	8	-1	-1	0	15	1.8	3	-1	-6
NS(=O)(=O)c1ccc(NC(=S)NCC2CCCO2)cc1 (configuration not stated)	3	8	-1	0	23	4.7	0	0	-6
CCOC(=O)[C@]12CCC=C1N(Cc1ccco1)C(=O)[C@H](CC(=O)N1CCN(C(=O)c3ccco3)CC1)C2	-9	-7	0	-1	3	0.1	3	5	-9
CC(C)CC(C(=O)Nc1ccccc1)N1C(=O)C2C3C=CC(C3)C2C1=O (configuration not stated)	1	-15	4	6	3	1.6	3	11	-9
Cc1ccc(N(CC(=O)NCCSc2nc3ccccc3s2)S(=O)(=O)c2ccccc2)c(C)c1	2	-1	-7	1	13	1.3	-2	-9	-10
CC(C)Cn1c(SCC(=O)N2CCN(C(=O)c3ccco3)CC2)nc2ccccc2c1=O	5	7	3	0	14	1.2	-1	-3	-10
COc1cccc(/C=N/NC(=O)C(C)n2nc(C)c([N+](=O)[O-])c2C)c1O (configuration not stated)	0	5	0	3	13	2.2	0	-1	-3
CC1CN(C(=O)CN(C)S(=O)(=O)c2ccc3ccccc3c2)CC(C)O1 (configuration not stated)	17	11	-8	11	6	5.4	-1	-4	7
CCc1ccc(NC(=O)CC2C(=O)Nc3c2c(=O)n(C)c(=O)n3C)cc1 (configuration not stated)	-1	-19	-3	0	19	-0.6	-6	11	-9
CCOC(=O)c1nn(-c2ccccc2)c2nc(-c3ccc(OC)cc3)c(C#N)c(=O)n12	-7	-8	6	0	20	0.4	-2	7	-12
COc1ccc(Cc2nnc(NC(=O)c3ccc(OC)c(OC)c3)s2)cc1OC	4	5	5	2	22	2.8	3	2	-14
CCCCNC(=O)CSc1nc(COc2ccccc2)nc2ccccc12	-3	6	0	1	23	1.0	-1	-5	-9

Structural class, the compounds so far containing an aryl methoxy group.
SMILES	M5 antag	CHRM4 antagonist	CHRM5 PAM	M4 ag	M1 PAM parental	M1 ag parental	M5 ag	M4 PAM	CHO-K1 Ca antag
COc1ccc(N(C(=O)CSCC(=O)Nc2cc(C)on2)C(C(=O)NC2CCCCC2)c2ccc(O)c(O)c2)cc1 (configuration not stated)	4	4	-2	-1	22	0.3	-6	0	-15
COc1ccc2[nH]c(=O)c3c(c2c1)OC(C)(C)C=C3	-3	1	-1	0	-6	0.0	-4	0	7
CCN(C(=O)c1ccc2c(OC)n(CC)nc2c1)c1ccc(OC)cc1	0	2	9	2	-7	-0.2	8	0	-7
COc1ccc(C(CCNCc2ccccc2F)c2ccc(F)cc2)cc1 (configuration not stated)	3	8	-1	6	-3	0.8	-1	0	6
COc1ccc(C2(C)CC(=O)NC2=O)cc1 (configuration not stated)	-2	3	5	3	13	2.5	3	-2	-11
COc1ccc(F)cc1S(=O)(=O)NCCCn1ccnc1	14	8	-8	0	11	0.9	-6	0	-3
COc1ccc(S(=O)(=O)Nc2ccc(NC(C)=O)cc2)cc1Br	8	-1	-1	0	15	1.8	3	-1	-6
COc1cccc(/C=N/NC(=O)C(C)n2nc(C)c([N+](=O)[O-])c2C)c1O (configuration not stated)	0	5	0	3	13	2.2	0	-1	-3
CCOC(=O)c1nn(-c2ccccc2)c2nc(-c3ccc(OC)cc3)c(C#N)c(=O)n12	-7	-8	6	0	20	0.4	-2	7	-12
COc1ccc(Cc2nnc(NC(=O)c3ccc(OC)c(OC)c3)s2)cc1OC	4	5	5	2	22	2.8	3	2	-14
